KCNQ2 block: KCNQ2 potassium channel inhibitors, primary screen, cell-based, CHO-K1, FluxOR thallium flux, B-score (AID 2156). 20 min; hits give low values. B-score at 10 µM. actives 1.1% (n = 310,000);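 active = fluorescence ratio B-score at most minus 3 library SDs, with starting brightness B-score within 2 library SDs, cut at about -5.5 in these data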
STK33 kinase inh: human STK33 kinase inhibition; Q9BYT3; purified STK33, MBP phosphorylation, ADP-Glo luminescence; inhibition, % at 10 µM; actives 0.073% (n = 320,000); AID 2661;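 active = inhibition at or above 25%, using the most active replicate where run in duplicate; inactive = inhibition below 25%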
Target sequence (Q9BYT3 whole entry, looked up): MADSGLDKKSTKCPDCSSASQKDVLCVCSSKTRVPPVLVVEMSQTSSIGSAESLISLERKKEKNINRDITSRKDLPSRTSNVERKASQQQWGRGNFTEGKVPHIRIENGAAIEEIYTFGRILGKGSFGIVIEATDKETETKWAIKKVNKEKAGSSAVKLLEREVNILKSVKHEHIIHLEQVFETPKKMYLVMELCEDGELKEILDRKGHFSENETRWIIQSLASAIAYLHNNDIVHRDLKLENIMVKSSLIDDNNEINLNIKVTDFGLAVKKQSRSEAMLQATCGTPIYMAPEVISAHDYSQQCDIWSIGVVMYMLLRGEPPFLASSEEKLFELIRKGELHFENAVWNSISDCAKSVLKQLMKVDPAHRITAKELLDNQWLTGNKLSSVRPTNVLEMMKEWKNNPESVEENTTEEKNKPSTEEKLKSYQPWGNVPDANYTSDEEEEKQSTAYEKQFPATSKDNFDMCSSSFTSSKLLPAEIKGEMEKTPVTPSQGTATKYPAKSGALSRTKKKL
Kir21 block: blocks the mouse Kir2.1 inward-rectifier potassium channel | P35561 | HEK293-Kir2.1, FluxOR thallium flux fluorescence; hits give low values | B-score at 10 µM | actives 0.85% (n = 310,000);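 active = fluorescence ratio B-score at or below minus 3 SD of library scores, with starting-brightness B-score within 2 SD, cut at about -4.2 in these data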;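 note: channel flux triggered by added potassium and thallium sulfate stimulus; B-score of peak minus minimum fluorescence over baseline after thallium stimulus; more negative B-score means stronger Kir2.1 block with less thallium influx; some compounds called inactive have numbers as strong as hits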
Target sequence (P35561 whole entry, looked up): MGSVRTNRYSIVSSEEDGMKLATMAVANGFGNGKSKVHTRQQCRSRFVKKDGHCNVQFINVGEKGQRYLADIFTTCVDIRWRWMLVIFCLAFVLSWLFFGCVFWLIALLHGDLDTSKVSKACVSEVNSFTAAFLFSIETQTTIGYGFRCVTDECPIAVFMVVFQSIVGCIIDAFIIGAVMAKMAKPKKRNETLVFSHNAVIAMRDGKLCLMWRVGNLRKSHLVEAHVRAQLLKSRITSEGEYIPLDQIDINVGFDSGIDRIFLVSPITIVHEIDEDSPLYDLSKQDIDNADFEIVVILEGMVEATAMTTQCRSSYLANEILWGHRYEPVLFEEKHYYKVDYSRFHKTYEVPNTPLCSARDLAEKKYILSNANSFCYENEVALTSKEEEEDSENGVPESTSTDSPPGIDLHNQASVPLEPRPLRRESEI
Active calls of the source: *; i = inactive; / = not tested or not shown.

KCNQ2 block	Molecule	STK33 kinase inh	Kir21 block
i	COc1cccc(/C=N/NC(=O)c2cc3cc([N+](=O)[O-])ccc3s2)c1O	-0.8	-1.1
i	CCNC(=S)N1CCc2cc(OC)c(OC)cc2C1COc1ccc(F)cc1 (stereo not given)	-1.6	0.58
i	COc1cc(S(=O)(=O)NCCOC23CC4CC(CC(C4)C2)C3)c(OC)cc1Cl	-1.0	0.37
i	O=C(Oc1ccc(Cl)cc1)c1ccc2nccnc2c1	0.4	2.7
i	CSc1nc2cc(Cl)ccc2s1	-3.8	-0.07
i	O=C(Nc1ccc2c(c1)OCO2)c1ccc2nc[nH]c2c1	-0.2	-0.71
i	O=C(NCCN1CCN(c2ccccc2)CC1)Nc1ccccc1Cl	-1.6	-1.1
i	CC(=O)N1CCN(c2ccc(NC(=S)NC(=O)c3ccccc3)cc2)CC1	0.6	-0.12
i	O=C(c1ccccc1F)N1CCC(N2CCCCCC2)CC1	-1.4	1.2
i	Cc1nc2ccccc2cc1C(=O)N/N=C/c1cccc([N+](=O)[O-])c1	0.1	0
i	COc1ccc(C(=O)Nc2ccc3[nH]ncc3c2)cc1	-0.4	-1.6
i	C=CCNC(=S)Nc1nc2c(cc1C(=O)OCC)CCCC2	-0.3	-0.05

Record cards (already shown).
COc1cc(S(=O)(=O)NCCOC23CC4CC(CC(C4)C2)C3)c(OC)cc1Cl in the list: KCNQ2 block: i; STK33 kinase inh: -1.0; Kir21 block: 0.37
Cc1nc2ccccc2cc1C(=O)N/N=C/c1cccc([N+](=O)[O-])c1 in the list: KCNQ2 block: i; STK33 kinase inh: 0.1; Kir21 block: 0
O=C(Nc1ccc2c(c1)OCO2)c1ccc2nc[nH]c2c1 in the list: KCNQ2 block: i; STK33 kinase inh: -0.2; Kir21 block: -0.71

Continued:
KCNQ2 block	Molecule	STK33 kinase inh	Kir21 block
i	N#CC1(NC(=O)COC(=O)c2ncc(Cl)c(Cl)c2Cl)CCCCC1	-0.1	0.52
i	O=C(O)c1cc(S(=O)(=O)Nc2ccc(OCc3ccccc3)cc2)ccc1Br	-1.0	0.44
i	O=C(NCCc1ccccn1)c1cccc(S(=O)(=O)N2CCCCCC2)c1	-0.3	-1.2
i	Cc1cccc(C)c1NC(=O)NC1(C(=O)N2CCCCC2)CCCCC1	-0.6	-0.14
i	C=CCOC(=O)C1=C(C)NC(=O)NC1c1ccc(O)cc1 (stereo not given)	-2.0	0.2
-6.1*	COc1ccc(N=C2S/C(=C\c3ccc(C)o3)C(=O)N2CC(C)C)cc1	-0.8	0.39
i	O=C(CSc1nc2[nH]ncc2c(=O)[nH]1)Nc1nccs1	-0.8	0.53
i	Cc1oc(C(C)(C)C)cc1C(=O)Nc1cccc(C(=O)O)c1	-0.4	-0.32
i	Cn1c(N2CCOCC2)c(/C=N/O)c2ccccc21	-0.1	-0.77
i	O=C(Nc1nnc(-c2ccc(Cl)cc2)o1)c1ccc(N2C(=O)CCC2=O)cc1	0.0	-0.02
i	CN(CC(=O)Nc1ccc(F)cc1Cl)Cc1cccs1	-0.1	0.3
i	COc1ccc(CCNCC(C)c2ccccc2)cc1 (stereo not given)	-0.3	-0.94
i	NS(=O)(=O)c1ccc(NC(=O)c2cc(-c3cccs3)nc3ccccc23)cc1	-2.0	2.3
i	Cc1ccc(-n2c(-c3ccc(Cl)cc3Cl)n[nH]c2=S)cc1	-0.9	0.93
i	CCN1CCN(c2ccc(S(=O)(=O)N3CCCC3)cn2)CC1	0.8	-0.14
i	CC1CCc2cc(F)ccc2N1S(=O)(=O)c1ccc(F)cc1 (stereo not given)	0.3	-4.3*
i	Cn1cc(C(=O)N/N=C/C=C/c2ccccc2)ccc1=O	-2.7	-0.31
i	CCOc1cc(C(=O)NC)cc(Br)c1OC	2.7	0.29
i	COCC(=O)N(C)c1nnc(-c2ccccn2)s1	-0.4	0.07
i	CCC(=O)NCCCCCCCCCNC(=O)CC	1.3	-0.11
i	CN(C(=O)c1cccnc1)c1nnc(-c2ccccn2)s1	-2.2	0.81
i	CCN1C(=O)N[C@@H](c2ccccc2)C(C(=O)OC)=C1C	-0.6	0.8
i	CC(=O)c1c(COC(=O)c2ccc(F)cc2)nc2ccccc2[n+]1[O-]	0.3	0.88
i	COC(=O)c1ccc(NC(=O)CSc2nc3ncccc3[nH]2)cc1	-3.4	-0.56
i	O=C(Nc1ccc(C(=O)O)cc1)/C(=C\c1ccco1)NC(=O)c1ccccc1Cl	0.7	-0.22
i	CCNC(=O)c1ccc(CSc2nc3ccccc3s2)cc1	-2.4	-0.76
i	CCOC(=O)C1(Cc2cccc(F)c2)CCN(C(=O)c2cnc(C)cn2)CC1	-0.2	-0.8
i	Cc1ncc([N+](=O)[O-])n1CC(=O)Nc1ccc(F)cc1	-1.0	-0.1
i	CCOc1ccc(NC(=S)N(C)C)cc1	-1.5	1.2
i	O=C(COc1ccc(Cl)cc1)NCc1nnc(SCC(=O)N2CCCC2)o1	-1.0	-1.3
i	C#C[C@]1(O)CC[C@H]2[C@@H]3CCc4cc(OC5CCCC5)ccc4[C@H]3CC[C@@]21C	-0.2	1.5
i	O=C(N/N=C/c1ccco1)c1cc2ccccc2o1	6.6	0.02
i	O=C(CCN1C(=O)COc2ccccc21)NCc1cccs1	1.1	0.09
i	O=C(c1ccc(Cl)cc1)N1CCC(N2CCC(C(=O)N3CCOCC3)CC2)CC1	-1.3	0.83
i	COc1cccc(N(CC(=O)O)S(=O)(=O)c2ccccc2)c1	-0.9	-0.79
i	Cc1cc(NC(=O)C2CCCCC2C(=O)O)no1 (stereo not given)	-0.8	-1.1

Part of the list above in another layout.
KCNQ2 block | STK33 kinase inh | Kir21 block | structure
i | -1.0 | 0.37 | COc1cc(S(=O)(=O)NCCOC23CC4CC(CC(C4)C2)C3)c(OC)cc1Cl
i | -1.4 | 1.2 | O=C(c1ccccc1F)N1CCC(N2CCCCCC2)CC1
i | -1.6 | 0.58 | CCNC(=S)N1CCc2cc(OC)c(OC)cc2C1COc1ccc(F)cc1 (stereo not given)
i | -0.3 | -0.05 | C=CCNC(=S)Nc1nc2c(cc1C(=O)OCC)CCCC2

Remaining list, next part.
KCNQ2 block	Molecule	STK33 kinase inh	Kir21 block
i	C/C(=N\NC(=O)C1CC1)c1ccc(N2CCOCC2)cc1	0.1	-0.11
i	COc1cc(OC)c(NC(=O)c2ccc(F)cc2)cc1Cl	-3.5	-1.9
i	C[n+]1c2n(c3ccccc31)N=C(c1ccc(-c3ccccc3)cc1)CS2	/	-2.9
i	COCCNS(=O)(=O)c1ccc(OCC(=O)OC)c(Cl)c1	-1.2	1.4
i	O=C(NCC(=O)N1CCN(c2ncccn2)CC1)c1cccs1	-1.6	0.58
i	CCOC(=O)C1CCCN(C(=O)c2ccc(NC(=O)CC3SC(N4CCCC4)=NC3=O)cc2)C1 (stereo not given)	-0.7	0.53
i	CN(C)c1nccc(NCc2ccccc2)c1C#N	-1.3	3.4
i	O=C(NCCCN1CCOCC1)/C(=C/c1ccc(F)cc1)NC(=O)c1ccccc1	/	2.7
i	CCOC(=O)c1cc(CC)sc1/N=C/C1C(=O)CCCC1=O	0.0	-0.03
i	Cc1ccc(C)c(N(CC(=O)NC2CCCCC2)C(=O)CNC(=O)c2ccco2)c1	-2.9	-0.7
i	CCc1ccc(N2CC(C(=O)NCc3ccco3)CC2=O)cc1 (stereo not given)	-1.2	-2
i	CCc1ccccc1NC(=O)CCC(=O)Nc1nnc(C(C)C)s1	-0.3	0.01
i	COCCNC(=O)c1cc(-c2ccccc2)nn1CC1CC(c2cccnc2)=NO1 (stereo not given)	-3.6	0.96
i	Cn1c(=O)c(=O)n(C)c2cc(S(=O)(=O)Nc3ccc(OC(F)(F)F)cc3)ccc21	0.2	-1.4
i	Cc1nn(Cc2ccccc2Cl)c(C)c1C(=O)NCCN1C(=O)S/C(=C\c2ccccc2)C1=O	-0.5	0.52
i	COc1ccccc1NS(=O)(=O)c1ccc(C(=O)NCC2(N(C)C)CCCCC2)cc1	-0.1	-0.16
i	CC(C)C(=O)N1CCN(c2ccccc2NC(=O)c2ccc(C#N)cc2F)CC1	1.3	-1.1
i	CCOC(=O)C1=C(Nc2ccc(Cl)cc2)OCC1=O	1.3	-0.38
i	Cc1ccc(S(=O)(=O)N/N=C/c2cccc3nccnc23)cc1	-0.4	-0.24
i	CC1CCCC(NC(=O)COC(=O)Cc2ccc(Br)cc2)C1C (stereo not given)	-0.5	-0.52
i	CC(C)(C)c1ccc(C(=O)Nc2ccc(F)cc2)s1	-0.6	0.01
i	CCN1CCCC1CNC(=O)Cn1nc(C)n2nc(-c3ccccc3)cc2c1=O (stereo not given)	-0.3	-0.77
i	Cc1ccc2nc(NC(=O)CSc3nc4ccccc4o3)sc2c1	-0.9	0.77
i	Cc1cc(Cl)ccc1OCC(=O)NCCCn1ccnc1	-1.6	-1.8

2 compounds from above with just STK33 kinase inh and KCNQ2 block.
molecule | STK33 kinase inh | KCNQ2 block
O=C(NCCCN1CCOCC1)/C(=C/c1ccc(F)cc1)NC(=O)c1ccccc1 | / | i
O=C(Nc1nnc(-c2ccc(Cl)cc2)o1)c1ccc(N2C(=O)CCC2=O)cc1 | 0.0 | i

(continued)
KCNQ2 block	Molecule	STK33 kinase inh	Kir21 block
i	O=c1cc(-c2ccccc2)nc2cc(-c3ccc(F)cc3)[nH]n12	-2.0	0.05
i	COc1ccc(/C=N/NC(=O)CNC(=O)C2COc3ccccc3O2)cc1OC (stereo not given)	-0.3	1.1
i	CCN(CC)C(=O)CSc1nc2ccccc2c(=O)n1-c1ccccc1OC	-0.2	0
i	CCCc1nc2ccccc2n1Cc1ccccc1OC	-0.5	-1.4
i	CC(NCc1ccc(S(N)(=O)=O)cc1)C(=O)NCc1ccccc1 (stereo not given)	-1.4	-0.34
i	Cc1cccc(NC(=O)C(=O)NCc2ccccn2)c1	-1.2	-0.41
i	Cc1c(C=O)cnn1CCC(=O)O	-3.7	1.9
i	CCOc1ccc(CN2C(=O)c3ccccc3C2=O)cc1C(=O)Nc1nnc(SCC)s1	0.1	-0.28
i	CC1CCN(C(=O)CSc2nnc(CNC(=O)c3ccco3)o2)CC1	0.9	-0.56
i	COCCN(C(=O)c1ccco1)c1nnc(-c2ccc(OC)c(OC)c2)s1	-0.2	0.13
i	CCOC(=O)c1sc(N/N=C/c2ccccc2)nc1C	-1.0	0
i	O=C(Nc1cc(S(=O)(=O)Nc2ccc(Cl)cc2)ccc1O)c1ccc(S(=O)(=O)N2CCCCCC2)cc1	-3.4	3
i	Cc1ccc(F)cc1NC(=O)CCc1c(C)[nH]c(=O)c(C#N)c1C	0.5	0.11
i	CCc1c(O)nc(SC2CC(=O)N(c3ccccc3)C2=O)[nH]c1=O (stereo not given)	1.4	0.85
i	O=C(CS(=O)(=O)Cc1ccccc1)Nc1ncccn1	-0.1	-0.06
i	CCOC(Cn1cc(C)c(=O)[nH]c1=O)OCC	-0.2	-1.4
i	CCCC(OC(=O)CN1C(=O)COc2ccccc21)C(=O)NC1CCCC1 (stereo not given)	-0.9	-0.56
i	COc1cc(S(=O)(=O)N(C)C)ccc1F	-1.0	0.56
i	COc1ccc(C2=NOC(C(=O)NCc3cccs3)C2)cc1OC (stereo not given)	-0.2	-1.6
i	CC(=O)c1ccc(N2CCN(C(=O)c3ccc(OCc4c(C)noc4C)cc3)CC2)cc1	0.2	1.1
i	CCOc1ccc(NC(=S)Nc2cc(-c3ccccc3)[nH]n2)cc1	-0.7	0.76
i	O=C(O)CCC(=O)Nc1ccccc1C(=O)NC1CCCCC1	-2.3	-0.12
i	CCn1c(SCC(=O)NCCc2ccccc2)nc2c(c1=O)SC(C)C2 (stereo not given)	-1.1	-0.02
i	O=C(c1ccccc1)n1ccc(-c2cnc(-c3ccccc3)s2)n1	0.0	0.9
i	CC(C)Cc1nnc(NC(=O)CN2C(=O)C3CCCCC3C2=O)s1 (stereo not given)	-0.5	0.88
i	CNC(=S)NNC(=O)COc1cccc(C)c1C	-0.2	-0.34
i	Cc1ccccc1CC1(CO)CCCN(C(=O)c2cc(Cl)ccc2F)C1 (stereo not given)	-0.2	0.02
i	CN(C)C(CNC(=O)CCNC(=O)c1ccc(Cl)cc1)c1ccco1 (stereo not given)	-1.3	0.03
i	COc1ccc(C(=O)NNC(=O)c2cc3cc(OC)ccc3oc2=O)cc1	-2.8	-0.64
i	Cc1ccc(S(=O)(=O)NC(C)C(c2cccs2)N2CCOCC2)cc1 (stereo not given)	0.5	-4.6
i	Cc1onc(-c2ccccc2Cl)c1C(=O)N1CCCCC1	-0.6	1.1
i	Cc1cccc(-c2noc(C(C)NC(=O)c3ccco3)n2)c1 (stereo not given)	-0.2	-2.4
i	O=C(COC(=O)c1cc([N+](=O)[O-])ccc1N1CCOCC1)NCc1ccc(F)cc1	-1.0	0.5
i	CC(C)n1cc(/C(N)=N/O)c(=O)n(Cc2ccccc2)c1=O	-0.1	1.8
i	CCOC(=O)/N=C(/NC(=O)Nc1ccc(C(=O)OCC)cc1)OC	0.4	1.6
i	CC(=O)c1cccc(NC(=O)c2cccc3ccccc23)c1	1.0	1.1
i	NC(=O)C1CCCCc2c1[nH]c1ccc(Cl)cc21 (stereo not given)	0.1	-0.99
i	COc1ccc2c(c1)c1ncn(CCN3CCCCC3)c(=O)c1n2C	0.7	1.2
i	COc1ccc(C(=O)NC(C(=O)NCC(=O)Nc2c(C)cccc2C)C(C)C)cc1 (stereo not given)	-1.6	0.64
i	Oc1ccccc1Nc1nc(NCc2ccccc2)c2ccccc2n1	2.8	-0.98
i	O=C(NC(Cc1ccccc1)C(=O)O)/C(=C/c1ccccc1)NC(=O)c1ccccc1 (stereo not given)	0.1	0.37
i	CC(C)Oc1ccc(S(=O)(=O)N2CCOCC2)cc1NC(=O)CC1OC(=O)c2ccccc21 (stereo not given)	0.4	-0.14
